Screens from PubChem.
CIT2-GFP yeast = modulators of CIT2-GFP expression in yeast, primary screen, S. cerevisiae, GFP fusion, multiplex flow cytometry, MLPCN library; hit rate 0.065% among 320,000; S. cerevisiae CIT2-GFP strain, 3 h; 100 means same as DMSO wells; GFP response vs DMSO, % at 10 µM; AID 2029, 2009;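 active means GFP response relative to DMSO above a set limit, near the screen mean plus 3 SD, cut at about 150% in these data; inconclusive means Fewer than 70 cells measured for a yeast strain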;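 further: ratio of well median GFP fluorescence to mean of DMSO wells on the plate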
AGP1-GFP MLPCN = modulators of AGP1-GFP expression in yeast TOR pathway, primary screen, cell-based, multiplex flow cytometry, S. cerevisiae, MLPCN library. GFP response vs DMSO, % at 10 µM. hit rate 0.02% among 320,000. 3 h; GFP as percent of DMSO wells;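 active means GFP response relative to DMSO above a set limit, near screen average plus 3 SD, cut at about 150% in these data; inconclusive means fewer than 70 cells counted for the yeast strain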;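 further: median GFP channel fluorescence of the gated AGP1 strain per well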
LAP4-GFP MLPCN = modulators of LAP4-GFP expression in yeast, primary screen, S. cerevisiae, multiplex flow cytometry, MLPCN library | 3 h; median GFP as percent of DMSO wells | GFP response vs DMSO, % at 10 µM | hit rate 0.34% among 320,000;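 active means GFP response vs DMSO above a set limit, about the screen mean plus 3 SD, cut at about 150% in these data; inconclusive means under 70 cell events counted for the yeast strain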
GASC-1 inh = inhibitors of GASC-1 histone demethylase, primary screen, biochemical, fluorescence, DELFIA europium. Lysine-specific demethylase 4C (Homo sapiens), Q9H3R0. GST-JMJD2C(1-420) H3K9me3 demethylation. inhibition, % at 2.35 µM. hit rate 0.069% among 330,000;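 active means more than half of a compound's replicate wells show inhibition beyond 50%, single wells judged on their own value; inconclusive means some, but no more than half, of replicates pass 50% inhibition; inactive means no replicate passes 50% inhibition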;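 further: signal counts dimethyl H3K9 product captured on neutravidin plate; 0% = median of DMSO wells and 100% = 0.3 times that DMSO median; strong numbers were not always called active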
RPL19A TOR yeast = RPL19A-GFP expression modulators in yeast, primary screen, cell-based, S. cerevisiae, multiplex flow cytometry, MLPCN | hit rate 0.3% among 330,000 | S. cerevisiae RPL19A-GFP strain, 3 h; stronger effect = lower value | percent response vs DMSO, % at 10 µM;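 active means percent response vs DMSO below 50%; inconclusive means fewer than 70 events counted for the yeast strain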;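 further: median channel GFP fluorescence of the barcoded RPL19A-GFP strain; ratio of sample median GFP to plate DMSO average so 100% = DMSO; lower means less RPL19A-GFP as with rapamycin TOR inhibition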
GRK2 aptamer HTS = compounds blocking aptamer binding on GRK2 – biochemical, human GRK2, bead flow cytometry, HTS, primary screen; hit rate 0.59% among 330,000; Beta-adrenergic receptor kinase 1 (Homo sapiens), P25098; inhibition of aptamer binding, % at 10 µM; FAM-aptamer displacement from GRK2;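 active means inhibition of aptamer binding above 40%, roughly 3 SD of noise, on plates passing a quality check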;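 further: median bead fluorescence of bound FAM aptamer so fluorescent compounds give negative values; no value below 0 was filed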
Target sequence (P25098 whole entry, looked up): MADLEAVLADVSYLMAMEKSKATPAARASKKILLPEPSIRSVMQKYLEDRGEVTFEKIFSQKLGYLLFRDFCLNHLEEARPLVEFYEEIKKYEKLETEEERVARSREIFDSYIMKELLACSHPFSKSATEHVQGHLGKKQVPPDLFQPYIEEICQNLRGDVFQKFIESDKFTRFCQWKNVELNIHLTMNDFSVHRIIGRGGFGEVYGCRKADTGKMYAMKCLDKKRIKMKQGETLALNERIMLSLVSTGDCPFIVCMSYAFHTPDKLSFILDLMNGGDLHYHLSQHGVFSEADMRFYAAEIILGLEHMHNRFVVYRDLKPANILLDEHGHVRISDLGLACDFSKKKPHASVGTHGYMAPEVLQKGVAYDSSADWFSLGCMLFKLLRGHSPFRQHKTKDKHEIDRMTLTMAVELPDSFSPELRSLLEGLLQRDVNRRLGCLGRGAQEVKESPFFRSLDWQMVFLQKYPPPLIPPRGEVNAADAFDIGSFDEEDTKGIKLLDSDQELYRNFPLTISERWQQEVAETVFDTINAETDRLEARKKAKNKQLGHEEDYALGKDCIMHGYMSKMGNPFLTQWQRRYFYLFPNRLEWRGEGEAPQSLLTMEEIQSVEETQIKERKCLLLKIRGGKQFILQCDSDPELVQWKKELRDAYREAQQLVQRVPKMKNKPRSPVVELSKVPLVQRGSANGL
VLA-4 inh = inhibition in human VLA-4 binding assay, primary screen, VLA-4 allosteric modulator project, MLPCN library, flow cytometry, VLA-4 expressing cells | ligand binding flow cytometry | inhibition, % (about 7 µM as worked out from the volumes in the protocol) | hit rate 0.2% among 330,000; in the data active means inhibition above about 50%
MEP2-GFP yeast = modulators of MEP2-GFP levels in yeast, primary screen, S. cerevisiae, multiplex flow cytometry, MLPCN library; S. cerevisiae MEP2-GFP strain, 3 h; 100% = DMSO control level; GFP response vs DMSO, % at 10 µM; hit rate 0.51% among 330,000;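 active means GFP response versus DMSO above a set limit, roughly screen mean plus 3 SD, cut at about 180% in these data; inconclusive means fewer than 70 cells counted for a yeast strain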;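 further: median GFP fluorescence of the barcode-gated MEP2-GFP cells per well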
* = called active by the depositor; ? = inconclusive. The order is random, and some 1.7% of all compounds hit somewhere here.

#1 Cc1ccc(/C=C/C(=O)OC(C)C(=O)NC2CCCCC2C)o1 (centres undefined)
#2 COc1ccccc1C(=O)Nc1ccc(OC(C)C(=O)N2CCOCC2)cc1 (centres undefined)
#3 O=c1[nH]c(CN2CCCC2)nc2sc3c(c12)CCC3
#4 CC(C)c1ccc(NC(=S)N2CCN(S(=O)(=O)c3ccccc3)CC2)cc1
#5 O=C(NCCc1ccc(F)cc1)c1ccc2nccnc2c1
#6 CC(C)CCCNc1nc(N2CCOCC2)nc(N2CCOCC2)n1
#7 Cc1csc(SCC(=O)Nc2cccc3nsnc23)n1
#8 CCN(CC(=O)Nc1ccc2c(c1)OCO2)CC(=O)Nc1ccccc1C(F)(F)F
assay / entry	1	2	3	4	5	6	7	8
CIT2-GFP yeast	105	92	87	109	94	91	83	99
AGP1-GFP MLPCN	107	96	94	99	94	102	97	104
LAP4-GFP MLPCN	113	104	85	95	100	102	104	105
GASC-1 inh	9	0	-6	-3	-2	-5	7	0
RPL19A TOR yeast	103	98	103	91	95	98	102	105
GRK2 aptamer HTS	3	3	3	0	1	0	3	3
VLA-4 inh	-10	-5	10	-41	-7	42	-12	0
MEP2-GFP yeast	110	104	91	84	95	97	95	104

#9 O=C(CSc1n[nH]c(=O)[nH]c1=O)N/N=C/C=C/c1ccccc1
#10 Cc1ccc(NC(=O)C2OCCc3ccccc32)cc1Cl (centres undefined)
#11 COc1ccc(NC(=O)CCNC(=O)c2ccccc2)cc1S(N)(=O)=O
#12 O=C(NCc1ccc(Cl)cc1)C1CCC(CNc2c(N3CCCCC3)c(=O)c2=O)CC1 (centres undefined)
#13 CC(C)c1onc(C(=O)N2C(C)CCCC2C)c1[N+](=O)[O-] (centres undefined)
#14 Cc1ccc(/S(C)=N/S(=O)(=O)c2ccc(C)cc2)cc1 (centres undefined)
#15 COc1ccc(C(=O)NNC(=S)NC(=O)c2ccc(Cl)cc2)cc1
#16 COCCNC(=O)c1cc(S(=O)(=O)N2CCCCC2)ccc1N1CCOCC1
assay / entry	9	10	11	12	13	14	15	16
CIT2-GFP yeast	102	93	100	96	105	98	94	100
AGP1-GFP MLPCN	99	101	96	98	109	102	108	104
LAP4-GFP MLPCN	98	102	89	98	104	93	123	104
GASC-1 inh	-3	-3	-7	-3	-3	7	-9	5
RPL19A TOR yeast	100	102	95	96	104	100	107	104
GRK2 aptamer HTS	0	0	3	0	5	1	0	0
VLA-4 inh	-2	6	3	-4	8	5	-3	4
MEP2-GFP yeast	103	106	104	94	104	107	97	112

#17 Cc1occc1C(=O)N/N=C/c1cnn(C)c1C
#18 O=C(CCN1C(=O)C2C3C=CC(C3)C2C1=O)Nc1ccccc1F (centres undefined)
#19 COc1ccccc1C(=O)NCCC(=O)NC1CCCC(C)C1C (centres undefined)
#20 COc1ccc(N2CCN(S(=O)(=O)CCNC(=O)c3ccc4c(c3)OCO4)CC2)cc1
#21 O=C(N/N=C/c1ccc(OCC(=O)N2CCOCC2)cc1)c1ccccc1Cl
#22 C=CCNC(=S)NNC(=O)c1cc(O)ccc1O
#23 NC(=O)CSc1nnc2sc3ccccc3n12
#24 Cc1nc2scc(C)n2c(=O)c1S(=O)(=O)NCc1ccccc1Cl
assay / entry	17	18	19	20	21	22	23	24
CIT2-GFP yeast	100	93	107	89	97	110	109	102
AGP1-GFP MLPCN	102	99	104	104	106	111	99	101
LAP4-GFP MLPCN	102	99	107	117	133	108	97	103
GASC-1 inh	?	2	5	5	-2	-13	-11	18
RPL19A TOR yeast	99	101	91	97	98	104	97	98
GRK2 aptamer HTS	8	1	4	0	0	0	3	1
VLA-4 inh	22	-1	8	0	-1	-1	-8	4
MEP2-GFP yeast	99	98	94	97	103	107	100	102

#25 COc1ccc(C(=O)COc2ccc(NC(C)=O)cc2)cc1
#26 Cc1cc2ncc(-c3cccs3)nc2cc1C
#27 Cc1cc(C)c(C)c(S(=O)(=O)NCc2ccc(C(=O)N3CCCC3)cc2)c1C
#28 COc1ccc(CN2CCN(C(=O)Cn3nc(C(=O)O)c4ccccc4c3=O)CC2)cc1F
#29 CCN(CC)S(=O)(=O)c1ccc(-c2nnc(SCC(=O)Nc3nnc(C)s3)n2CC)cc1
#30 CCn1c(SCC(=O)Nc2ccc(-c3nc4ccc(C)cc4s3)cc2)nnc1-c1ccccc1
#31 O=C(OCc1cccc([N+](=O)[O-])c1)c1ccc2ccccc2n1
assay / entry	25	26	27	28	29	30	31
CIT2-GFP yeast	101	96	97	101	107	102	87
AGP1-GFP MLPCN	99	94	101	100	108	105	102
LAP4-GFP MLPCN	94	100	99	95	97	100	111
GASC-1 inh	152	4	4	-12	7	57	-35
RPL19A TOR yeast	97	103	101	104	102	101	96
GRK2 aptamer HTS	0	1	0	0	2	4	4
VLA-4 inh	9	2	-6	-3	-9	-21	-1
MEP2-GFP yeast	100	107	100	105	101	104	95

One compound at a time, from the list above. Order of screens: CIT2-GFP yeast	AGP1-GFP MLPCN	LAP4-GFP MLPCN	GASC-1 inh	RPL19A TOR yeast	GRK2 aptamer HTS	VLA-4 inh	MEP2-GFP yeast
CCN(CC)S(=O)(=O)c1ccc(-c2nnc(SCC(=O)Nc3nnc(C)s3)n2CC)cc1 is entered as 107	108	97	7	102	2	-9	101
CCn1c(SCC(=O)Nc2ccc(-c3nc4ccc(C)cc4s3)cc2)nnc1-c1ccccc1 is entered as 102	105	100	57	101	4	-21	104

Molecules above containing four or more nitrogen atoms (eight):
#6 CC(C)CCCNc1nc(N2CCOCC2)nc(N2CCOCC2)n1
#7 Cc1csc(SCC(=O)Nc2cccc3nsnc23)n1
#9 O=C(CSc1n[nH]c(=O)[nH]c1=O)N/N=C/C=C/c1ccccc1
#17 Cc1occc1C(=O)N/N=C/c1cnn(C)c1C
#23 NC(=O)CSc1nnc2sc3ccccc3n12
#28 COc1ccc(CN2CCN(C(=O)Cn3nc(C(=O)O)c4ccccc4c3=O)CC2)cc1F
#29 CCN(CC)S(=O)(=O)c1ccc(-c2nnc(SCC(=O)Nc3nnc(C)s3)n2CC)cc1
#30 CCn1c(SCC(=O)Nc2ccc(-c3nc4ccc(C)cc4s3)cc2)nnc1-c1ccccc1
assay / entry	6	7	9	17	23	28	29	30
CIT2-GFP yeast	91	83	102	100	109	101	107	102
AGP1-GFP MLPCN	102	97	99	102	99	100	108	105
LAP4-GFP MLPCN	102	104	98	102	97	95	97	100
GASC-1 inh	-5	7	-3	?	-11	-12	7	57
RPL19A TOR yeast	98	102	100	99	97	104	102	101
GRK2 aptamer HTS	0	3	0	8	3	0	2	4
VLA-4 inh	42	-12	-2	22	-8	-3	-9	-21
MEP2-GFP yeast	97	95	103	99	100	105	101	104
